ABCB6 inh MLPCN = ABCB6 transporter inhibitors, primary screen, K562-ABCB6 cells, flow cytometry, MLPCN library | ATP-binding cassette sub-family B member 6 (Homo sapiens), Q9NP58 | K562-ABCB6 porphyrin accumulation, 1 h; hits give low values | fluorescence ratio to DMSO, % at 10 µM | 360,000 compounds, 0.19% hits;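 active = fluorescence ratio to DMSO below 75%, the collection mean minus 3 SD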;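 note: signal is porphyrin accumulated inside mitochondria; 100% equals median channel fluorescence of DMSO control wells; lower ratio means ABCB6 inhibition with less porphyrin fluorescence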
aDG glyco up = activators of alpha-DG glycosylation, primary screen, uHTS, Pro5-aDG cells, AlphaScreen | alpha-DG glycosylation AlphaScreen (IIH6); 0% Pro5, 100% B10-LARGE cell signal | activation, % at 10 µM | 360,000 compounds, 0.22% hits;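 active = activation of at least 8% versus controls, or a plate z-score of at least 8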;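 note: Pro5 are CHO cells carrying HIG-tagged alpha-DG that lacks glycosylation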
H9c2 protect = cardioprotection against H2O2-induced cell death, primary screen, uHTS, H9c2 cells, ATPLite luminescence. H9c2 cardiomyocytes, H2O2 injury protection, 2 h. protection from H2O2 cell death, % at 20 µM. 360,000 compounds, 0.63% hits;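 active = compounds giving at least 50% protection of heart cells from peroxide-induced death in the single-dose screen, raw or plate-pattern-corrected value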;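 note: 0% = DMSO wells with peroxide and 100% = DMSO wells without peroxide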
hiPSC survival = enhancers of single-cell hiPSC survival, primary screen, ATPlite luminescence; survival enhancement, % at 20 µM; 100% = ROCK inhibitor wells, 0% = DMSO; 360,000 compounds, 0.044% hits; in the data active = survival enhancement above about 18%;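 note: cells exposed to compounds for 16 hours before the ATP read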
MC4R antagonist = MC4R antagonists of cAMP signaling, primary screen, cell-based, TR-FRET, antagonist arm of biased-ligand search. Melanocortin receptor 4 (Homo sapiens), P32245. MC4R-expressing cells, MTII-stimulated cAMP, LANCE TR-FRET. inhibition, % at 6.5 µM. 360,000 compounds, 0.48% hits;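 active = inhibition above its plate's cutoff, the mean of tested wells on that plate plus 3 SD, cut at about 29% in these data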;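 note: 0% = Melanotan II alone and 100% = Melanotan II plus saturating MCL0020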
Target sequence (P32245 whole entry, looked up): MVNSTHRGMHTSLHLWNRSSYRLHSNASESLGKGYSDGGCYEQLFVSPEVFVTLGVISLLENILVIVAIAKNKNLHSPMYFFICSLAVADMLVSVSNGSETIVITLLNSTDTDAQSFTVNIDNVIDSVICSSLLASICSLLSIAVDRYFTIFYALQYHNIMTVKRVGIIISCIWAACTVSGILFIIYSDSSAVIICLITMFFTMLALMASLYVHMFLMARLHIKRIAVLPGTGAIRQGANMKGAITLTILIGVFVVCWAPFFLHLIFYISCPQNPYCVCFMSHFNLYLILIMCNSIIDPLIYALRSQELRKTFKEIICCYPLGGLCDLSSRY
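Material – human MC4R-expressing U2OS cells · Repeats – no replicates · Detection – TR-FRET with Eu-cAMP and labeled anti-cAMP, 671 nm · Times – compound 30 min, challenge 1 h, detection 1 h · Compound – single nominal compound dose of 6.5 µM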
Granule exo inh = LAMP-1 surface exposure blockers, TALL-104 cells – cell-based, flow cytometry, MLPCN library, primary screen. TALL-104 LAMP-1 surface exposure; cells stimulated with thapsigargin and PMA. inhibition, % at 10 µM. 360,000 compounds, 0.66% hits. AID 651702, 2012;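 active = inhibition above about 55%, limit read from the data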
N-glyco inh = increase of ERlucT glycosylation luciferase signal, primary screen, N-linked glycosylation inhibitor project, D54 ERlucT cells, luminescence, set 2; D54 ERlucT glycosylation luciferase reporter, 24 h; percent of 100 nM tunicamycin response; reporter increase, % at 12.5 µM; 360,000 compounds, 0.23% hits; AID 588692, 2011;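 active = mean luciferase reporter signal, scaled so untreated is 0 and the glycosylation-blocking control 100, at or above a set limit in every replicate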;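 note: luciferase carries N-glycosylation sites so blocking glycosylation raises the light; 0% = median of neutral control wells and 100% = median of 100 nM tunicamycin wells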
HTR2A ag = mouse Htr2a agonists via beta-arrestin recruitment, primary screen, cell-based, luminescence; 5-hydroxytryptamine receptor 2A (Mus musculus), P35363; CHO-K1 mHTR2A beta-arrestin complementation; percent of 30 µM serotonin response; activation, % at 7.6 µM; 360,000 compounds, 0.66% hits;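 active = activation above a run cutoff, the mean activation of all tested compounds plus 3 SD, cut at about 14% in these data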;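 note: 0% = plate median of compound wells and 100% = 30 µM serotonin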
Target sequence (P35363 whole entry, looked up): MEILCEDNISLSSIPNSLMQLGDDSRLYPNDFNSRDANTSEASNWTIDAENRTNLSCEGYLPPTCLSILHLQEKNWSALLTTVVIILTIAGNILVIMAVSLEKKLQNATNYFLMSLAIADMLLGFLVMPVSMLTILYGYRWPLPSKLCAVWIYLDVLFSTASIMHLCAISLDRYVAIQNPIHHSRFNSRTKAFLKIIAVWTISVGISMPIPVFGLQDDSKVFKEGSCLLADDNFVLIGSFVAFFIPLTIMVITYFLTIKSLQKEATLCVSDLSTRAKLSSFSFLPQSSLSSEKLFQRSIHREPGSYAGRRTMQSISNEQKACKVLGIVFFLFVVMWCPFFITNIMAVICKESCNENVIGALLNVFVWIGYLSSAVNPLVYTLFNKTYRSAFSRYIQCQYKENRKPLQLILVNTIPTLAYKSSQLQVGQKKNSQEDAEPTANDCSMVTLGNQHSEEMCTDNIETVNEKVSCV
MC4R ag barr = MC4R agonists recruiting beta-arrestin, primary screen, cell-based, luminescence, agonist arm of biased-ligand search; Melanocortin receptor 4 (Homo sapiens), P32245; U2OS MC4R beta-arrestin complementation; percent of melanotan II response, DMSO zero; activation, % at 8.9 µM; 360,000 compounds, 0.98% hits; AID 540308, 2011;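 active = activation above a per-plate cutoff, the mean activation of sample wells on that plate plus 3 SD, cut at about 8% in these data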
ABHD5-PLIN5 inh = ABHD5-PLIN5 interaction inhibitors, primary screen, cell lysate, split luciferase complementation, luminescence | 360,000 compounds, 0.78% hits | inhibition, % at 4 µM | Split G. princeps luciferase complementation, 4 h | AID 602281, 2012 | Perilipin-5 (Homo sapiens) + 1-acylglycerol-3-phosphate O-acyltransferase ABHD5 (Homo …;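 active = inhibition above the mean inhibition across every tested compound plus 3 SD, cut at about 22% in these data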;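 note: 0% = DMSO only wells and the 100% control is not disclosed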
Active calls of the source: *; · = no result given.

SMILES	ABCB6 inh MLPCN	aDG glyco up	H9c2 protect	hiPSC survival	MC4R antagonist	Granule exo inh	N-glyco inh	HTR2A ag	MC4R ag barr	ABHD5-PLIN5 inh
CCOC1=C2CN(S(=O)(=O)c3ccc(C)cc3)C(c3ccccc3)CC2N(S(=O)(=O)c2ccc(C)cc2)C(c2ccc(Br)cc2)C1 (stereo unspecified)	·	0.0	·	·	·	-7.2	·	6.8	·	-4.0
COCCn1c(SCC(=O)NCc2ccc(F)cc2)nc2ccccc21	102.0	0.1	-1.8	-0.4	9.4	8.8	1.5	-3.8	2.6	-10.2
Cc1cccc(Cn2c(N(C)Cc3ccccc3)nc3c2c(=O)[nH]c(=O)n3C)c1	99.0	0.2	-7.3	0.2	7.9	2.8	-2.6	-1.8	2.5	-8.3
O=C(Nc1cccc2c1CCCC2)c1cc([N+](=O)[O-])ccc1Cl	95.0	-0.1	-1.7	-0.6	0.5	-0.6	15.4	7.2	4.0	-4.1
Cc1ccc(S(=O)(=O)CC(c2ccccc2)N2CCCCC2)cc1 (stereo unspecified)	95.0	0.6	-0.6	-2.5	2.2	0.1	-0.2	-2.8	-1.3	-2.1
COc1cc(/C=N/OCC(=O)NC2CCCCC2C)ccc1OCc1ccc(Cl)cc1 (stereo unspecified)	92.0	1.2	-13.2	-1.7	11.3	14.4	-9.2	2.5	6.3	-3.7
COc1cccc(/C=C/C(=O)Nc2ccc3c(c2)OCCO3)c1OC	99.0	0.4	-24.3	-0.9	-1.4	-0.3	-17.0	-1.1	-0.5	-1.3
Cc1ccccc1N(Cc1cc(=O)[nH]c2ccccc12)C(=O)C(C)C	97.0	0.0	8.2	2.4	13.5	-5.7	4.9	9.6	0.6	3.9
COc1cc(/C=N/NC(=S)NCCN2CCOCC2)ccc1O	96.0	-0.2	9.2	0.4	3.8	2.1	3.5	1.2	1.3	1.6
CCOC(=O)c1sc(NC(=O)C2CC=CCC2C(=O)O)nc1C (stereo unspecified)	89.0	2.1	3.4	0.8	18.6	0.2	7.3	-0.4	-0.9	-1.3
C/C=C/C(=O)N1CC2(CC(c3cccc(NC(=O)COc4ccc(Cl)cc4)c3)=NO2)C[C@@H]1C(N)=O (stereo partly specified)	95.0	-0.2	2.5	-0.1	1.2	18.6	1.5	-1.6	-2.3	-2.8
CC(C)(C)C1CCCCC1NC(=O)c1ccncc1 (stereo unspecified)	100.0	-0.1	6.5	0.9	3.8	-2.4	0.1	1.6	-0.1	-10.7
COc1ccc(C2(C)NC(=O)N(CC(=O)NC3CC3)C2=O)cc1 (stereo unspecified)	98.0	0.0	5.9	4.7	3.2	-21.8	1.9	-3.5	0.5	4.2
CCCOc1ccc(Cc2c(Cl)nc(SC)nc2N(C)C)cc1	104.0	0.4	-22.9	1.1	5.3	1.7	-1.8	-0.2	-1.3	-15.8
O=C(/C=C/c1cccc([N+](=O)[O-])c1)Nc1cc(C(=O)O)cc(C(=O)O)c1	93.0	-0.3	-0.5	0.7	5.2	0.0	-1.7	-0.6	-3.6	-1.8
Cc1cc2oc(=O)cc(Cn3ncc(Cl)c(Cl)c3=O)c2cc1Cl	101.0	-0.6	-24.5	5.4	1.1	8.2	-16.3	3.1	-3.1	4.4
COc1ccc(Cn2c(=O)oc3ccc(C)cc32)cc1	101.0	-0.1	-1.7	0.8	-0.9	-0.2	-0.4	-0.3	-1.3	-6.2
COc1ccc(-c2noc(CCC(=O)NC3CCCCCC3)n2)cc1	103.0	0.3	-12.4	0.2	5.7	0.2	1.1	-0.7	-1.7	2.2
CC(C(=O)OCC(=O)c1ccc(F)cc1)N1C(=O)C2C3C=CC(C3)C2C1=O (stereo unspecified)	98.0	0.0	-6.4	-0.3	1.5	-10.2	-0.5	1.3	-0.9	-16.2
C[C@@H]1CN([C@H](C)CO)C(=O)CCCn2nncc2CO[C@@H]1CN(C)S(=O)(=O)c1ccccc1F	95.0	-0.2	3.5	0.1	-1.9	-1.6	1.1	6.6	-1.1	5.2
CC(C)(C)NC(=O)N1CCN(c2nc(-c3ccccc3)ns2)CC1	94.0	0.1	-6.2	-0.5	6.2	5.3	-2.0	15.5*	-0.7	-1.1
Cc1cccn2cc(-c3ccc4c(c3)NC(=O)CO4)nc12	99.0	-0.1	-1.8	-0.4	3.0	-0.9	3.4	-3.0	-1.6	2.1
COc1ccc2[nH]c3c(c2c1)CCN1C(=O)C(CC(=O)NCCN2CCOCC2)C[C@H](C(=O)N(C(C)C)C(C)C)[C@@]31C (stereo partly specified)	96.0	0.0	1.9	-0.8	-6.7	-2.9	4.2	-0.3	-0.9	-10.9
Cc1ccc(C(=O)NCC(=O)OCC(=O)Nc2cccc(S(=O)(=O)N3CCCC3)c2)cc1C	98.0	0.2	-8.3	-0.3	18.6	3.0	0.2	-1.1	-1.5	-2.6

Quoted from the listing:
Result of Cc1ccc(C(=O)NCC(=O)OCC(=O)Nc2cccc(S(=O)(=O)N3CCCC3)c2)cc1C under MC4R ag barr: -1.5
Result of CC(C)(C)NC(=O)N1CCN(c2nc(-c3ccccc3)ns2)CC1 under Granule exo inh: 5.3
Result of O=C(/C=C/c1cccc([N+](=O)[O-])c1)Nc1cc(C(=O)O)cc(C(=O)O)c1 under MC4R antagonist: 5.2

Arranged by value in aDG glyco up (descending): three from the list above.
Structure,aDG glyco up
COc1ccc(-c2noc(CCC(=O)NC3CCCCCC3)n2)cc1,0.3
Cc1cccc(Cn2c(N(C)Cc3ccccc3)nc3c2c(=O)[nH]c(=O)n3C)c1,0.2
Cc1cccn2cc(-c3ccc4c(c3)NC(=O)CO4)nc12,-0.1

(further entries)
SMILES	ABCB6 inh MLPCN	aDG glyco up	H9c2 protect	hiPSC survival	MC4R antagonist	Granule exo inh	N-glyco inh	HTR2A ag	MC4R ag barr	ABHD5-PLIN5 inh
Cc1ccc(S(=O)(=O)N2CCC(C(=O)NNC(=O)c3ccccc3)CC2)cc1	101.0	-0.1	-1.1	-0.7	7.0	-2.5	2.4	3.0	-2.0	1.8
Cc1cn(C2OC(COC(=O)c3ccccc3)C(OC(=O)c3ccccc3)C2OC(=O)c2ccccc2)c(=O)[nH]c1=O (stereo unspecified)	104.0	0.4	12.3	1.7	16.7	-2.5	-3.9	-0.8	0.5	13.9
O=C(Nc1ccc2c(c1)OCO2)c1cc(C2CCCCN2S(=O)(=O)Cc2ccccc2)on1 (stereo unspecified)	98.0	0.5	-8.0	1.8	9.5	0.7	-10.1	-8.1	-1.2	5.4
Cc1ccc(CC2C(=O)N(c3ncccn3)C(=O)C2C)cc1 (stereo unspecified)	98.0	0.1	-1.8	0.5	6.9	-2.3	1.9	1.2	-0.4	-1.8
COc1ccc(-c2cc(-c3ccco3)[nH]c(=O)c2C#N)cc1	85.0	-0.1	-3.5	-0.5	-3.2	-7.5	0.1	-2.8	-1.4	0.0
CCc1nc2c(OCC3CCCCC3)cccn2c1N(C)C(=O)c1ccc(OC)cc1	98.0	0.4	-3.1	0.0	9.0	-4.6	-1.1	-8.2	-2.4	3.7
NC(=O)c1ccc(-c2csnn2)cc1	101.0	0.0	1.0	0.4	-0.3	9.6	0.2	-6.1	-1.2	-6.9
CN(Cc1c(F)cccc1Cl)C(=O)c1ccc(NS(=O)(=O)c2ccc3[nH]c(=O)[nH]c3c2)cc1	98.0	0.0	-2.0	0.7	1.5	-3.9	2.9	-7.8	1.4	-4.3
O=C(NC(=S)Nc1ccc(Br)cn1)c1cncc(Br)c1	103.0	0.0	-12.4	-2.9	7.0	1.5	-1.7	1.2	-0.8	-2.8
CN(C)C(=O)CNC(=O)CN1C(=O)NC2(CCCc3sccc32)C1=O (stereo unspecified)	100.0	-0.1	2.9	0.0	3.6	-16.2	1.6	3.1	-0.1	8.1
NC(=O)c1ccc(Oc2ccc(Cl)c3ccccc23)c([N+](=O)[O-])c1	94.0	-0.1	-9.5	2.3	4.3	-2.6	2.4	-4.4	1.5	6.0
CN(CCO)C(=O)c1ccc(-c2nn(C)c(=O)c3ccccc23)cc1	89.0	-0.2	2.1	0.1	-0.1	-1.3	2.3	1.7	-1.4	7.6
CCc1nc2c(OCc3ccc(Cl)cc3Cl)cccn2c1N(C=O)Cc1ccc(OC)cc1	92.0	0.7	-17.6	3.3	8.9	-4.8	-2.5	2.1	-2.7	-2.0
O=C(CNC(=O)c1cc(=O)[nH]c2ccc(S(=O)(=O)N3CCOCC3)cc12)Nc1ccc(F)c(F)c1	103.0	2.2	7.8	0.5	5.2	-1.8	1.6	-13.3	-0.7	-5.2
Cc1nn(Cc2ccccc2)c(C)c1NC(=O)c1cc2nc(-c3ccco3)cc(C(F)(F)F)n2n1	101.0	-0.1	0.1	2.3	15.0	6.4	-1.4	12.9	0.2	8.0
O=C(CSc1nnc(-c2ccccc2F)n1CCc1ccccc1)Nc1ccc2[nH]c(=O)[nH]c2c1	100.0	-0.3	7.4	4.7	1.6	0.7	-0.2	-4.1	-2.3	2.0
CC(=O)c1cc(CN2CCN(C3CCN(C(C)C)CC3)C(CCO)C2)cs1 (stereo unspecified)	84.0	0.0	8.3	-0.3	-3.7	5.1	0.6	1.1	-1.7	-0.4
CCCCC1(Cc2cccc([N+](=O)[O-])c2)C(=O)N(c2ccccc2)N(c2ccccc2)C1=O	87.0	-0.3	-9.6	-0.1	8.5	-1.9	-6.2	-12.4	0.9	-3.7
O=C(CSc1nc(-c2cccs2)cc(C(F)(F)F)n1)NCCCN1CCOCC1	98.0	0.4	1.2	-1.2	-10.0	-5.4	-1.3	-1.1	0.3	-6.5
N#Cc1c(-c2ccccc2)nc(SCC(=O)Nc2ccccc2)[nH]c1=O	89.0	0.1	0.9	-1.4	9.8	-1.6	1.6	-0.1	-1.9	1.7
O=C1C2C3c4ccccc4C(c4ccccc43)[C@@H]2c2nc3ccccc3n21 (stereo partly specified)	92.0	-0.2	6.5	-3.1	-2.0	2.2	1.1	-1.6	-0.2	-0.5
O=C(O)COc1cnc2ccccc2n1	102.0	0.0	9.3	0.8	1.6	-3.9	-0.6	2.3	3.2	0.2
O=C(C[C@H]1C[C@H]2c3cc(NS(=O)(=O)c4ccc(F)cc4)ccc3O[C@H]2[C@H](CO)O1)NCc1cc(F)ccc1F	102.0	0.4	-9.4	-2.8	13.9	3.5	-3.2	-1.8	-0.8	3.4

Compound activity (PubChem BioAssay)

Compounds as they come; overall some 4.5% were active at least once.
